# Screening data deposited in PubChem BioAssay by several laboratories.
# S1P3 antag: S1P3 (human) receptor antagonism; Q99500; inhibition, % at 4.98 µM; CHO S1P3 NFAT-BLA reporter, FRET fluorescence, antagonist mode; actives 0.27% (n = 170,000); AID 485;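 active means inhibition above the plate cutoff, the mean inhibition of test wells on that plate plus 3 SD, cut at about 28% in these data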;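 further: cells challenged with S1P at its EC80 of 0.8 µM; blue over green emission ratio from cleaved BLA substrate after 4 h stimulation; 0% = S1P-stimulated wells and 100% = unstimulated DMSO-only wells; some compounds past the cut are filed as inactive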
# Target sequence (Q99500 whole entry, looked up): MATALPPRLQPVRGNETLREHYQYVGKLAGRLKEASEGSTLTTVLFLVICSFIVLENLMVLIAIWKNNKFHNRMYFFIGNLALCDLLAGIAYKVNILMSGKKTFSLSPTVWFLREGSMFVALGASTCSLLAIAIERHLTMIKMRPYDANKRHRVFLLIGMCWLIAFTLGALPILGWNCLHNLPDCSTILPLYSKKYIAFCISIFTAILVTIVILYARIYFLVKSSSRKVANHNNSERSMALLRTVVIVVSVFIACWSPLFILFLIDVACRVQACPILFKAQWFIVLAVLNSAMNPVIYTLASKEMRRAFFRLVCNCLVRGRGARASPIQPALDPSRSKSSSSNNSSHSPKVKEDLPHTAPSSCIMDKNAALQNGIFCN
# SRC2 TRFRET art: TR-FRET artefact, counter-screen to PPARgamma/SRC-2 agonist assay; hits give high values; TR-FRET ratio at 8 µM; actives 0.4% (n = 200,000); AID 1049; in the data active means TR-FRET ratio above about 2000; further: inactives centre near 1500
# Diaphorase act: activates diaphorase or chemically reduces, flagging diaphorase assay artifacts; Diaphorase/resazurin coupled assay, resorufin fluorescence, 16 min; hits give high values; 1 = vehicle wells, 0 = NADH-free wells; activation factor at 20 µM; actives 0.005% (n = 190,000);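 active means diaphorase activity raised at least twofold by the compound at 20 µM; inactive means activation factor below 2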
#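 System – purified diaphorase enzyme from Clostridium kluyveri · Input – enzyme 0.07 U/mL final · Also added – final NADH 0.114 mM, resazurin 0.1 mM · Measured by – fluorescence of resorufin, 544 nm excitation, 590 nm emission · Timing – 16 min enzyme reaction, ambient temperature · Measure – resorufin increase flagging diaphorase activators or reducers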
# G6PDH counter: L. mesenteroides G6PDH inhibition counter-screen; Purified L. mesenteroides G6PDH, diaphorase/resazurin coupled fluorescence, 45 min; inhibition, % at 5 µM; actives 0.12% (n = 200,000); AID 1020; in the data active means inhibition above about 50%
# PMI act hi M6P: activators of human phosphomannose isomerase at near-saturating mannose 6-phosphate; coupled PMI enzyme assay, resazurin fluorescence, 20 min; hits give high values; 1 = untreated enzyme, 0 = substrate-free blank; activation factor at 20 µM; actives 0.34% (n = 190,000);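 active means activation factor of 2 or more at 20 µM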
#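 Material: human phosphomannose isomerase with PGI, G6PDH, diaphorase coupling enzymes / Reagent: Man-6-P substrate 1.0 mM / Dosing: single compound dose of 20 µM, 1% DMSO final / Incubation: enzyme reaction with compound 20 min at room temperature / Signal: resorufin fluorescence (Ex 544/Em 590 nm) from resazurin via diaphorase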
# ROMK primary: modulators of human ROMK potassium channel | P48048 | Tet-inducible ROMK, thallium flux fluorescence; actives lie on both sides | B-score at 10 µM | actives 2% (n = 130,000) | AID 1918;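 active means signal ratio slope over the read window, or its plate-corrected B-score, at least 3 SD from the plate mean, either direction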;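 further: B-score of the F/F0 ratio slope over 7 to 12 s after thallium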
# Target sequence (P48048 whole entry, looked up): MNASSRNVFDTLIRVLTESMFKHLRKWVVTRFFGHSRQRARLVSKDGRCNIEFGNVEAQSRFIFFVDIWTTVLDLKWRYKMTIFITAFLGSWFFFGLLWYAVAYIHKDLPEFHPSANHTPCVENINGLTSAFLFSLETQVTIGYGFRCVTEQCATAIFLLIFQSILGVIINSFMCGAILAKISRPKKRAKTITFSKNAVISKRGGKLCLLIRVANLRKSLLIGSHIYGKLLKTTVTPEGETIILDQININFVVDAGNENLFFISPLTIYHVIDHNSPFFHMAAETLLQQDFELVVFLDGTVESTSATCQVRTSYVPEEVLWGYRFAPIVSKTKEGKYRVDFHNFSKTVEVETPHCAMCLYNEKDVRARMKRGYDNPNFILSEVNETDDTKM
# Diaph inh CS: diaphorase inhibition or chemical oxidation counter-screen | diaphorase resazurin-to-resorufin fluorescence, NADH, 16 min; bacterial (C. kluyveri) enzyme, not human | inhibition, % at 20 µM | actives 0.69% (n = 190,000);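 active means primary screen inhibition at 20 µM above a set limit, cut at about 50% in these data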;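 further: plate controls were DMSO with full reaction for no effect and wells lacking NADH for full effect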
#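 System: Bacterial diaphorase enzyme (C. kluyveri) | Incubation: 16-min room-temperature incubation before reading | Benchmarks: No-NADH positive control and DMSO neutral control | Measured by: Resorufin fluorescence 544/590 nm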
# PPARg SRC2 recr: promotes SRC-2 coactivator recruitment by human PPARgamma; actives 0.34% (n = 200,000); PPARgamma LBD-SRC-2 recruitment, biochemical; activation, % at 8 µM; AID 1032; in the data active means activation above about 22%;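 further: 0% = vehicle and 100% = reference agonist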
# PPARg SRC-1 ag: promotes SRC-1 coactivator recruitment by human PPARgamma; P37231; PPARgamma-SRC-1 coactivator recruitment biochemical assay; activation, % at 8 µM; actives 0.41% (n = 200,000); in the data active means activation above about 19%;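 further: 0% = DMSO and 100% = reference agonist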
# PPARg SRC-3 ag: promotes SRC-3 coactivator recruitment by human PPARgamma | P37231 | biochemical PPARgamma/SRC-3 coactivator recruitment assay | activation, % at 8 µM | actives 0.26% (n = 200,000); in the data active means activation above about 23%;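 further: 0% = DMSO and 100% = reference agonist; some compounds past the cut are filed as inactive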
# PMI activator: increases human mannose-6-phosphate isomerase activity; actives 0.005% (n = 190,000); AID 1214; activation factor at 20 µM; P34949; purified human PMI, coupled resazurin fluorescence, 20 min; hits give high values; 1 = vehicle control, 0 substrate-free wells;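 active means activation factor of 2 or more at 20 µM, relative to plate controls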
# The depositor's hits bear a star; nt = no result given.
# Preview, 11 compounds:
SMILES,S1P3 antag,SRC2 TRFRET art,Diaphorase act,G6PDH counter,PMI act hi M6P,ROMK primary,Diaph inh CS,PPARg SRC2 recr,PPARg SRC-1 ag,PPARg SRC-3 ag,PMI activator
COC(=O)c1cc(NC2c3ccccc3C(=O)N2Cc2ccco2)cc(C(=O)OC)c1 (centres undefined),nt,1781,0.8,-9,1,nt,15,0,3,0,1
c1ccc(COc2ccc(CNCc3cccnc3)cc2)cc1,-21,1806,1,4,1.1,0.3,-4,8,7,-2,1.1
CC(=O)Nc1ccc(-c2csc(NC(=O)CCCc3cccs3)n2)cc1,-1,1531,0.8,-4,0.9,nt,15,6,-14,-4,1
CCCC(=O)NC(=S)Nc1ccccc1C(F)(F)F,nt,1634,1,4,1,1.2,5,5,4,14,0.9
COc1ccc(-c2ncncc2-c2csc(C)n2)c(O)c1OC,nt,1560,1,0,1,1.4,1,10,-3,0,1
Cc1cccc2sc(NC(=O)c3ccc(OCC4CCCO4)cc3)nc12 (centres undefined),-8,1841,0.8,9,0.9,0.015,16,6,-2,0,1
O=C(C(Cc1ccccc1)n1cccc1)N1CCN(C2CCCCC2)CC1 (centres undefined),-20,1567,0.7,1,0.9,nt,27,0,-5,-6,0.9
C(/CCc1ccccc1)=N\Nc1nc2ccccc2[nH]1,21,1761,1.1,-5,1,0.0042,-6,1,13,9,1.1
COc1ccccc1-c1cc(C(F)(F)F)nc(NCc2ccco2)n1,nt,1423,0.8,13,1,-0.024,18,-1,2,-4,1
Cn1nc(C(F)(F)F)c2cc(NC(=O)OCc3ccc(F)cc3)sc21,nt,1543,0.8,7,0.8,nt,24,10,12,-4,0.8
COc1ccccc1CNC(=O)C1CCN(C(=O)N(C)C)CC1,nt,1410,1.1,5,1.1,nt,-9,6,10,7,1.1

# Main list, from the start:
SMILES,S1P3 antag,SRC2 TRFRET art,Diaphorase act,G6PDH counter,PMI act hi M6P,ROMK primary,Diaph inh CS,PPARg SRC2 recr,PPARg SRC-1 ag,PPARg SRC-3 ag,PMI activator
COC(=O)c1cc(NC2c3ccccc3C(=O)N2Cc2ccco2)cc(C(=O)OC)c1 (centres undefined),nt,1781,0.8,-9,1,nt,15,0,3,0,1
c1ccc(COc2ccc(CNCc3cccnc3)cc2)cc1,-21,1806,1,4,1.1,0.3,-4,8,7,-2,1.1
CC(=O)Nc1ccc(-c2csc(NC(=O)CCCc3cccs3)n2)cc1,-1,1531,0.8,-4,0.9,nt,15,6,-14,-4,1
CCCC(=O)NC(=S)Nc1ccccc1C(F)(F)F,nt,1634,1,4,1,1.2,5,5,4,14,0.9
COc1ccc(-c2ncncc2-c2csc(C)n2)c(O)c1OC,nt,1560,1,0,1,1.4,1,10,-3,0,1
Cc1cccc2sc(NC(=O)c3ccc(OCC4CCCO4)cc3)nc12 (centres undefined),-8,1841,0.8,9,0.9,0.015,16,6,-2,0,1
O=C(C(Cc1ccccc1)n1cccc1)N1CCN(C2CCCCC2)CC1 (centres undefined),-20,1567,0.7,1,0.9,nt,27,0,-5,-6,0.9
C(/CCc1ccccc1)=N\Nc1nc2ccccc2[nH]1,21,1761,1.1,-5,1,0.0042,-6,1,13,9,1.1
COc1ccccc1-c1cc(C(F)(F)F)nc(NCc2ccco2)n1,nt,1423,0.8,13,1,-0.024,18,-1,2,-4,1
Cn1nc(C(F)(F)F)c2cc(NC(=O)OCc3ccc(F)cc3)sc21,nt,1543,0.8,7,0.8,nt,24,10,12,-4,0.8
COc1ccccc1CNC(=O)C1CCN(C(=O)N(C)C)CC1,nt,1410,1.1,5,1.1,nt,-9,6,10,7,1.1
O=C(Nc1ccccc1)c1nnsc1S(=O)c1ccc(Cl)cc1 (centres undefined),nt,1481,0.8,-1,1.1,nt,24,1,-10,3,0.9
c1ccc(Nc2ccccn2)cc1,nt,1577,1,1,1,nt,-2,0,5,6,1
CCCCNC(=O)Nc1cc(C(F)(F)F)c[nH]c1=O,-6,1545,0.9,9,0.9,nt,13,5,2,18,0.9
COc1cccc(C(CC(=O)NCc2ccco2)NS(=O)(=O)c2ccc(C)cc2)c1OC (centres undefined),-7,1577,0.8,27,0.8,nt,18,8,1,0,0.8
CCn1c2ccccc2c2cc(NC(=O)COc3ccccc3)ccc21,-20,1306,0.8,14,0.9,0.49,16,-2,-5,-3,0.7
N=c1oc2ccccc2cc1-c1nc(-c2ccccc2)cs1,-7,1681,0.9,-18,1,0.49,10,11,10,1,0.8
COc1ccccc1OCCNc1cc(N2CCOCC2)ccc1[N+](=O)[O-],nt,1409,0.7,-27,0.7,nt,27,-1,7,-6,0.8
CC(=O)NC(c1ccccc1)c1cccnc1 (centres undefined),20,1586,0.9,8,0.9,nt,13,-2,0,-7,0.9
CC(NC(=O)COc1ncnc2cc([N+](=O)[O-])ccc12)c1ccccc1 (centres undefined),1,1764,0.8,-7,0.7,0.48,22,-1,8,11,1
CCOC(=O)Nc1ccc2c(c1)N(C(=O)CN1CCN3CCCC3C1)c1ccccc1CC2 (centres undefined),-11,1433,0.8,10,1.1,-1.1,17,2,-4,-1,1.1
COc1ccc([N+](=O)[O-])cc1-n1cnnn1,-4,1292,0.9,14,0.9,0.7,6,-6,-7,3,0.9
O=C(NC(CSCc1ccccc1)C(=O)N/N=C/c1ccc(O)cc1O)c1ccc([N+](=O)[O-])cc1 (centres undefined),nt,1583,0.8,-10,1,0.18,24,4,3,5,0.9
O=C(NCc1ccccc1)c1cc(-n2cnnc2)ccc1Cl,-15,1510,0.9,-4,0.9,0.5,14,8,2,0,0.9
CSc1nc2[nH]c3c(c2c2nncn12)CC(C)(C)OC3,nt,1659,0.9,13,1,-0.13,15,8,6,-4,0.9
CCn1c(Cc2c(C)[nH]c3ccccc23)nnc1SCC(N)=O,-2,1671,0.9,-5,0.9,nt,15,12,4,3,0.9
C/C(Cl)=C/Cn1c(=O)c2c(nc(Br)n2Cc2ccccc2)n(C)c1=O,38,1577,0.9,22,1,nt,12,-9,5,2,1.1
CC(=O)Cc1nsc(NC(=O)c2ccc(-c3cc(C(F)(F)F)ccc3Cl)o2)n1,-46,1564,0.9,-46,1,nt,7,12,5,4,1
COc1cc(NC2c3ccccc3C(=O)N2Cc2ccc3c(c2)OCO3)cc(OC)c1OC (centres undefined),nt,1673,0.8,1,0.8,nt,18,3,4,-3,0.9
COC(=O)c1[nH]c2ccccc2c1NC(=O)CN1CCC(C(N)=O)(N2CCCCC2)CC1,-4,1284,0.8,-16,0.8,nt,20,-3,2,0,0.8

# 2 entries from above, with values under each structure:
# Results follow in this order: S1P3 antag	SRC2 TRFRET art	Diaphorase act	G6PDH counter	PMI act hi M6P	ROMK primary	Diaph inh CS	PPARg SRC2 recr	PPARg SRC-1 ag	PPARg SRC-3 ag	PMI activator
O=C(NC(CSCc1ccccc1)C(=O)N/N=C/c1ccc(O)cc1O)c1ccc([N+](=O)[O-])cc1 (centres undefined)
  nt	1583	0.8	-10	1	0.18	24	4	3	5	0.9
O=C(NCc1ccccc1)c1cc(-n2cnnc2)ccc1Cl
  -15	1510	0.9	-4	0.9	0.5	14	8	2	0	0.9

# Continued:
SMILES,S1P3 antag,SRC2 TRFRET art,Diaphorase act,G6PDH counter,PMI act hi M6P,ROMK primary,Diaph inh CS,PPARg SRC2 recr,PPARg SRC-1 ag,PPARg SRC-3 ag,PMI activator
Cc1ccn2c(NC3CCCC3)c(-c3cccs3)nc2c1,-26,1736,0.6,-2,1.1,-0.17,37,14,6,17,1.1
O=C(N[C@@H](Cc1ccccc1)C(=O)OCc1ccccc1)c1nc[nH]c1C(=O)NC(c1ccccc1)c1ccccc1,-33,1764,1,8,0.9,nt,-1,1,18,1,0.9
CCOC(=O)c1sc(NC(=O)c2cc3n(n2)C(C(F)(F)F)CC(c2cccs2)N3)c(C(=O)OCC)c1C (centres undefined),nt,1788,0.9,-2,0.9,nt,5,6,-6,4,0.9
COC(=O)C(NS(C)(=O)=O)(c1c(C)[nH]c2ccccc12)C(F)(F)F (centres undefined),25,1453,0.9,6,0.9,0.42,14,-4,4,-7,0.9
CC(=O)c1cc(C#N)c(Oc2cccc(C(F)(F)F)c2)nc1C,nt,1557,0.9,9,1,nt,12,-7,5,-7,0.9
COc1cccc(C2CC(c3ccccc3OC)n3nc(N)nc3N2)c1 (centres undefined),-34,1610,0.9,6,0.8,nt,11,1,1,4,0.9
O=C(Nc1ccccc1)Nc1cccc(-c2cn3cccnc3n2)c1,-12,1588,1,-3,1,nt,-1,8,-3,-4,1.1
COCCOC(=O)CC1=NC(=O)CS1,-7,1685,0.9,-4,1,0.26,14,10,6,11,1.1
O=C(CC1(O)C(=O)Nc2ccccc21)c1cccc(Br)c1 (centres undefined),-1,1500,0.8,-2,1,nt,16,-1,4,2,0.9
Cc1ccc(-c2c(C#N)c(N)nc3c2CCCCC3)o1,8,1655,0.8,-1,0.8,nt,25,1,-1,-1,0.9
O=C(NCc1ccccc1)C(=O)Nc1nc(C23CC4CC(CC(C4)C2)C3)cs1,5,1750,0.8,-5,1.1,nt,21,6,-2,1,0.8
COC(=O)C1SCC2C(=O)N(Cc3cccc(C)c3)CC(=O)N21 (centres undefined),-2,1650,1,5,1,0.44,2,8,3,2,1.4
COc1cccc(C=Nc2ccc3c(c2)OCCO3)c1O,22,1511,0.8,7,0.7,nt,23,0,4,4,0.7
CCCCN(CC)CCCNC(=O)CN1C(=O)CSc2ccc(S(=O)(=O)N3CCOCC3)cc21,-8,1572,0.8,11,0.8,0.15,21,3,-2,3,0.9
COc1ccc(NC(=S)N2CCN(CCN3C(=O)c4cccc5cccc(c45)C3=O)CC2)cc1,6,1511,1.1,-7,1,-0.72,-6,3,7,-4,1
O=[N+]([O-])c1c(NCCCO)cc(N2CCN(Cc3ccc4c(c3)OCO4)CC2)c2nonc12,-9,1729,0.6,-1,0.5,-3,36,13,-2,-1,0.9
O=C1NC(=O)C(CC(=O)N(Cc2ccco2)C2(C(=O)NC3CCCC3)CCCCC2)N1 (centres undefined),nt,1464,1,2,1,0.24,4,-5,-2,-8,0.8
CCOC(=O)CNc1ccc(C(=O)OCC)cc1[N+](=O)[O-],2,1440,1,2,1.1,1.1,-2,5,2,-1,1.1
O=C(CSc1nc(-c2ccccc2)nc2ccc(F)cc12)Nc1ccc(C(=O)O)cc1,9,1697,0.9,8,1,0.61,13,4,12,6,1
CC/C(=N/NS(=O)(=O)c1ccc(Cl)cc1)c1ccc(O)cc1,-7,1518,0.9,5,1.2,-0.86,10,2,2,1,1.2
O=C1CC(c2cc([N+](=O)[O-])ccc2Cl)c2c(ccc3ccccc23)N1 (centres undefined),1,1601,0.8,-38,0.9,nt,21,-4,1,-1,0.9
